High-throughput results deposited in PubChem BioAssay by several laboratories.
eIF4E-4G inh: inhibitors of eIF4E and eIF4G interaction in translation initiation | AID 782 | inhibition, % at 21.7 µM | 220,000 compounds, 0.37% hits | TR-FRET eIF4E-eIF4GI(517-606) binding, 2 h;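 active = inhibition above about 30%, limit read from the data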;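 note: 0% = full FRET control wells and 100% = background wells lacking eIF4GI fragment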
p97 ATPase inh: inhibitors of human p97 ATPase; 220,000 compounds, 0.42% hits; AID 1481; recombinant p97 ATPase, Kinase-Glo ATP luminescence, 3 h; inhibition, % at 8 µM; P55072; in the data active = inhibition above about 15%;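 note: 0% = DMSO vehicle and 100% = wells lacking enzyme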
Mdm2 ligase inh: inhibitors of human Mdm2 E3 ubiquitin ligase; Q00987; cell-based MDM2 ubiquitination luciferase reporter, 2 h; 0 = plate control, 100 = twice control, blank-subtracted; signal enhancement, % at 5 µM; 210,000 compounds, 0.11% hits; AID 1230;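 active = signal enhancement of 30% or more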;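 note: luminescence tracks abundance of the self-degrading MDM2-luciferase fusion protein; higher signal means inhibition of MDM2 E3 ligase activity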
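Test system: stable mammalian line carrying autodegrading MDM2–luciferase fusion reporter; quantity: 2000 cells in each well; times: 4 h cell settling then 2 h compound exposure, 37 °C; detection: luminescence with SteadyLite reagent, 15 min at room temperature; evaluation: percent signal gain over controls, blank-subtracted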
FXIa inh: inhibitors of human coagulation factor XIa; P03951; purified FXIa, Boc-Glu-Ala-Arg-AMC fluorogenic substrate; inhibition, % at 5 µM; 220,000 compounds, 0.14% hits; AID 798;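 active = inhibition of at least 40%; inactive = inhibition below 40%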;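 note: fluorescence of freed AMC excited at 355 nm; 0% = enzyme without compound and 100% = no enzyme blank; many of its hits are not listed in these tables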
Wee1 degr inh: human Wee1 degradation inhibition, primary screen. P30291. 220,000 compounds, 1.2% hits. HeLa Luc-Wee1K328M stability, luciferase luminescence; 100% = proteasome inhibitor MG132 effect. reporter increase, % at 5 µM;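 active = activation above the mean of all tested compounds plus 3 SD, set per screening run, cut at about 8.8% in these data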;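 note: cells exposed to compound for 20 h before luminescence read; 0% = DMSO alone and 100% = MG132 at 30 µM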
Target sequence (P30291 whole entry K328M): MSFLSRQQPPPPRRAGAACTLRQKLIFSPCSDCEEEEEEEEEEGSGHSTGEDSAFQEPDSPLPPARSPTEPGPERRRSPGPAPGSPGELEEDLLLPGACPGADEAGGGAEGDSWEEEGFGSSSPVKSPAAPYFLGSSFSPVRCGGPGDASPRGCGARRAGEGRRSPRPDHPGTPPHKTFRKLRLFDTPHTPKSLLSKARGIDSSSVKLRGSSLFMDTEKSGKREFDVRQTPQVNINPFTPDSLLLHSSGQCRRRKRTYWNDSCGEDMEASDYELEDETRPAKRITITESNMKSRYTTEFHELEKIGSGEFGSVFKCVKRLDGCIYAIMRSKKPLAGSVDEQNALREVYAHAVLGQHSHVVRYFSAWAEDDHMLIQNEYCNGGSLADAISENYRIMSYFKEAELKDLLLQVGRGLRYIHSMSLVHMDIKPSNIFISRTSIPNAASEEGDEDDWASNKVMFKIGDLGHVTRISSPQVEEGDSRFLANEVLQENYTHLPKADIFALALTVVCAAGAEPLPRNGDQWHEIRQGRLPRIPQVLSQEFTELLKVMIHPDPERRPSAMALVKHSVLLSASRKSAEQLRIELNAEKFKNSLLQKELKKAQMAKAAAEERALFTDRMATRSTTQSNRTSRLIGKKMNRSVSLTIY
14-3-3 Bad PPI: disrupts binding of bovine 14-3-3 zeta to phospho-Bad peptide; TR-FRET 14-3-3zeta/Dy647-pBad peptide displacement, 1 h; inhibition, % at 21.7 µM; 220,000 compounds, 0.71% hits; AID 781;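 active = inhibition above about 70%, limit read from the data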;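 note: 0% = full 14-3-3 plus peptide FRET controls and 100% = background without 14-3-3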
hK5 inh: inhibitors of human kallikrein 5; Q9Y337; recombinant hK5, fluorogenic AMC substrate cleavage; inhibition, % at 5 µM; 210,000 compounds, 0.59% hits; AID 873;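 active = inhibition of 40% or more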;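 note: 0% = enzyme controls without compound and 100% = no-enzyme blanks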
Rad51 HR inh: Rad51 (human) homologous recombination inhibition. inhibition, % at 10 µM. Q06609. 200,000 compounds, 0.085% hits. hRad51 DNA strand exchange, fluorescence dequenching. AID 1385;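 active = inhibition above 40% at the single screening dose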;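 note: 0% = DMSO control wells and 100% = blanks with heterologous ssDNA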
Target sequence (Q06609 whole entry, looked up): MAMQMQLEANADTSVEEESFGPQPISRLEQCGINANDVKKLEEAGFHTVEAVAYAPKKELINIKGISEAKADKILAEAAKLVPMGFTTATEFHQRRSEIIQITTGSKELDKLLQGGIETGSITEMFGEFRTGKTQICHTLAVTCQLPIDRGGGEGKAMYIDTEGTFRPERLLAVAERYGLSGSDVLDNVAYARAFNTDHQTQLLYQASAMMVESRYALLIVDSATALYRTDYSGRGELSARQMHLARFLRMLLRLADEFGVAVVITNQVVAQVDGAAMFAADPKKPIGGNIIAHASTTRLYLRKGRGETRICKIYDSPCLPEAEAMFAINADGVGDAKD
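Material: Human Rad51 nucleoprotein filaments preassembled on unlabelled ssDNA | Also added: Labelled 47-mer dsDNA for strand exchange | Dosing: Single dose, 10 µM final compound | Schedule: 30-min compound preincubation and 15-min exchange, both room temperature | Technique: Fluorescence dequenching at 485/520 nm | Measure: Percent inhibition relative to plate controls and blanks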
FXIIa inh 1536: blocks human coagulation factor XIIa protease activity. purified FXIIa, Boc-QGR-AMC fluorogenic substrate, 2 h. 220,000 compounds, 0.3% hits. P00748. inhibition, % at 5 µM; in the data active = inhibition above about 40%;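 note: 0% = enzyme with no compound and 100% = blank without enzyme; many of its hits are not listed in these tables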
Starred values were filed as active, the others as inactive; / = not tested or not shown; [ ] = dose if it differs, or a comment.

eIF4E-4G inh	p97 ATPase inh	Mdm2 ligase inh	FXIa inh	Wee1 degr inh	14-3-3 Bad PPI	hK5 inh	Rad51 HR inh	FXIIa inh 1536	Molecule
-2.3	3.1	-8.5	-10.6	4.4	-14.0	-10.5	14.0	-5.7	Cn1c(CSCc2ccccc2Cl)nnc1SCC(=O)Nc1nccs1
2.4	3.9	-1.7	2.6	-2.8	-1.5	4.1	0.6	9.2	N#C/C(=C\Nc1ccc(F)c(Cl)c1)C(=O)C1CC1
2.7	-2.3	2.4	4.7	-0.7	2.2	2.3	-7.5	15.7	CC1(C)CC(N(Cc2ccco2)C(=O)Cc2ccccc2)CCO1 (stereo not drawn)
-19.3[fluorescence artefact?]	2.6	-6.6	0.3	0.1	-3.2[fluorescence artefact?]	-19.7	2.5	-11.5	Cc1ccc(NC(=O)c2snc3c(=O)[nH]cnc23)cc1C
-4.0	0.3	8.0	4.0	-2.5	-16.3	-13.5	-7.5	16.1	COC(=O)C1=C(C)NC2=C(C(=O)C(C(=O)OC)C(c3ccc(OC)cc3)C2)C1c1ccccn1 (stereo not drawn)
-2.1	2.2	-9.1	-6.9	-4.0	25.2	-19.9	3.5	-0.1	CCn1cc(CNC(=O)CCc2ccc(OC)cc2)cn1
-1.0	-2.1	-9.7	12.1	-0.6	2.0	-19.2	-1.3	10.0	CCOC(=O)C1CCN(C(=O)CCS(=O)(=O)c2ccc3c(c2)CCN3C(C)=O)CC1
-1.3	-2.0	-9.4	0.9	4.4	9.0	3.6	-15.2	7.6	O=C(Nc1ccnc(-c2ccncc2)n1)c1ccccc1Cl
10.9	1.3	3.7	10.1	1.4	7.6[fluorescence artefact?]	-8.1	-20.8	17.4	COc1ccc(-c2nn(CCC(=O)O)cc2/C=C/C(=O)O)cc1[N+](=O)[O-]
2.6	-1.9	-8.0	6.3	-2.4	-12.8	2.8	/	9.6	CCCCc1c(C)c2ccc(OC)c(/C(C)=N\O)c2oc1=O
-2.3	6.6	-2.8	1.7	0.1	-18.8	6.2	3.8	3.4	COc1ccc(Oc2coc3cc(OCC(=O)N4CCCCC4)ccc3c2=O)cc1
-1.8	-3.7	-10.9	-3.1	3.4	-12.8	-8.5	-16.7	2.7	Cc1ccc(CNC(=O)c2ccc(N(C)C)cc2)cc1
5.9	0.5	12.3	-1.4	-1.2	2.2	-10.0	13.9	9.7	COc1ccc(NC(=O)COC(=O)CNS(=O)(=O)c2ccc(C)cc2)c(OC)c1
-1.8[fluorescence artefact?]	5.5	-14.0	-0.4	-0.3	-13.3	-16.5	11.9	15.9	COc1ccc(NC(=O)CCn2nc(C)cc2C)cc1
4.0	1.4	-2.9	-2.8	-1.9	2.9	30.1	-2.8	-0.2	Cc1ccc(Cl)cc1NS(=O)(=O)c1c(C)[nH]c(=O)[nH]c1=O
-2.2	-2.3	-10.0	-3.1	8.3	0.4	-4.0	-0.7	10.7	COc1ccc(CNCC(O)(c2ccc(Cl)cc2)c2ccc(Cl)cc2)cc1OC
4.9	1.0	-6.8	4.1	-0.4	4.8	1.2	-8.8	10.2	CCOC(=O)c1cnc(-c2ccccc2)nc1Oc1ccc(C)cc1
-6.5[fluorescence artefact?]	-6.3	-6.7	3.0	2.0	-10.6	-16.1	-4.1	-1.9	CCOC(=O)N1CCN(C(=O)COc2cc(=O)n(C)c3ccccc23)CC1
2.2	2.7	-1.1	0.6	-2.1	-6.5	3.5	1.1	6.7	Cc1sc2ncn(-c3ccccc3)c(=O)c2c1C
3.4	3.8	-5.0	-2.8	0.1	4.0	-11.1	/	2.3	Cc1ccc(S(=O)(=O)NNC(=O)c2cccs2)c(C)c1
-1.4	8.3	-6.4	3.9	-3.6	3.5	-3.6	-4.1	1.7	CCc1nnc(NS(=O)(=O)c2ccc(NC(=O)COc3ccc4ccccc4c3)cc2)s1
3.4	2.0	32.2*	-23.2	-2.3	-4.1	-12.0	-23.6	11.1	O=C1CC(c2cccc(Cl)c2)CC(O)=C1C=NC1CCCC1 (stereo not drawn)
0.3	4.1	-39.2	0.5	-0.1	-1.5	-18.8	12.5	17.2	COc1ccc2[nH]c(=O)c(CN(C(=O)c3ccncc3)C(C)C)cc2c1
-5.2	3.6	-6.3	0.1	0.2	-8.0	3.0	0.8	8.3	Cc1[nH]c2ccccc2c1N=Nc1ccccc1F
1.6	8.0	2.7	0.4	6.5	2.8[fluorescence artefact?]	-7.0	2.7	3.3	COc1cccc(Nc2nc(N)nc(-c3oc4ccccc4c3C)n2)c1
4.1[fluorescence artefact?]	2.5	-3.7	6.3	2.0	-6.6	-15.2	1.5	11.4	CC(C)(C)c1ccc(NC(=O)COC(=O)c2ccc([N+](=O)[O-])s2)cc1
11.4	-0.1	-29.1	-10.1	0.2	11.8	-10.2	-10.8	1.5	CC(=O)Nc1nonc1-c1nc2ccccc2n1N(C(C)=O)C(C)=O
-3.5	-2.1	2.6	4.9	1.8	-3.4	-9.3	16.7	9.2	CCNC(=S)N1N=C2c3ccccc3CCC2C1c1ccc(F)cc1 (stereo not drawn)
2.5	0.3	-1.4	-0.1	-1.1	6.7	-13.3	5.2	4.6	CC(OC(=O)c1cc(Cl)ccc1[N+](=O)[O-])C(=O)NC(C)c1ccc(F)cc1 (stereo not drawn)
-18.3	1.0	-21.6	1.4	0.7	-9.9	-0.4	2.8	11.7	Cc1ccc(OCC(O)CN2CCN(c3ccccc3)CC2)cc1 (stereo not drawn)
-4.1	3.4	12.3	-1.9	-3.2	-6.3	-3.7	-2.3	-6.3	O/N=C/c1cccnc1Sc1ccccc1
-2.6	3.1	-2.8	1.9	1.4	-10.0	0.6	-0.8	2.8	CCOc1ccc(CN(C(=O)c2ccco2)C2CCS(=O)(=O)C2)cc1 (stereo not drawn)
1.5	1.2	-13.2	0.3	-2.0	1.0	-11.1	2.0	2.6	COc1cc([N+](=O)[O-])ccc1NC(=O)CN1CCOCC1
-6.1	-1.3	-9.3	-2.1	-0.1	-7.3	-15.7	-4.7	2.1	CC(C)(C)C(=O)NC(=S)NNC(=O)c1ccncc1
5.8	-4.0	-3.5	3.7	-0.8	-3.6	-4.4	10.6	4.8	Cc1ccc([N+](=O)[O-])c(-c2n[nH]c(=S)n2-c2cccc(Cl)c2)c1
-6.0	0.4	-5.8	-3.8	-1.1	5.5	5.9	10.4	7.7	CCOC(=O)c1cnc(SCC(=O)N2CCN(c3ccccc3)CC2)nc1N
1.1	2.1	-18.0	6.5	-2.3	6.5	9.7	-6.3	9.8	CC(=O)C1=C(C)NC(SCC(=O)c2ccc(Cl)cc2)=C(C#N)C1c1ccco1 (stereo not drawn)
6.6	8.2	-18.8	-6.4	-2.7	-10.7	-9.4	-4.1	-4.0	Cc1cc2ccccc2n1CCNC(=O)c1ccccc1
-1.2[fluorescence artefact?]	5.2	-18.8	0.1	0.8	-1.4	-18.4	/	15.0	COc1ccccc1CC(=O)NC1CC(C)(C)NC(C)(C)C1
2.2	1.7	-14.2	6.2	-2.7	6.8	4.1	3.5	-9.0	Cc1ccc(C(=O)NNC(=O)Cc2ccccc2)cc1
-5.0[fluorescence artefact?]	-4.5	0.6	24.2	-3.6	-1.0	-11.4	18.3	9.5	FC(F)(F)c1cc(-c2ccccc2)nc(NCc2cccs2)n1
-4.4	0.0	-13.5	-1.8	0.8	3.4	7.4	/	-0.1	CCc1ccccc1NC(=O)c1nnn(CC(=O)Nc2ccccc2C)c1N
-2.8	2.5	-11.6	-0.6	0.8	5.8	-14.8	1.9	8.2	COc1ccc(/C=C\c2onc(C)c2S(=O)(=O)N2CCC(C(=O)NCCC(C)C)CC2)cc1
8.5	2.5	-18.8	-7.2	-1.7	2.2	-8.6	-1.4	5.6	Cc1nn(C(=O)CN2C(=O)c3ccccc3C2=O)c(C)c1Br
-13.8	-9.6	-6.0	7.0	-1.0	3.0	-22.8	-11.4	9.6	N#Cc1ccsc1NC(=O)COC(=O)CCCSc1nc2ccccc2s1
7.2	3.8	-58.7	-1.4	-1.7	-14.5	2.5	-3.1	6.0	C=CCOc1ccccc1CNc1ccc2c(c1)OCCO2
3.2	1.9	-10.4	2.3	3.5	3.6	/	/	7.6	CCCN1C(=O)COc2ccc(C(=O)c3ccccc3C(=O)O)cc21
-5.0	3.0	4.3	3.5	-1.7	-8.7	-8.6	3.9	12.5	Cc1ccc(-c2cc(C(F)F)n3ncc(C(=O)Nc4c(C)nn(Cc5c(Cl)cccc5Cl)c4C)c3n2)cc1
-0.5	-1.7	-9.9	4.7	-0.4	0.8	-10.1	0.3	9.4	COc1ccc(OC)c(NC(=O)CCC(=O)Nc2nnc(C(F)(F)F)s2)c1
1.4[fluorescence artefact?]	3.2	0.0	-4.0	7.0	-22.9	-20.5	-6.3	6.4	O=C1CN(C(=O)CSc2nc(-c3ccccc3)cs2)c2ccccc2N1
-4.7	-0.5	-6.1	16.2	2.1	1.5	-17.0	-0.2	19.2	CC1CCCC(NC(=O)COC(=O)COc2ccc(Cl)cc2)C1C (stereo not drawn)
0.1	1.8	1.8	3.2	6.6	2.2	1.7	/	10.7	Cc1ccc(S(=O)(=O)/C(C#N)=C/c2c(N3CCOCC3)nc3ccccn3c2=O)cc1
-4.0	1.0	-10.1	-0.3	2.8	-5.1	-1.4	9.4	-0.1	COc1cccc(OC)c1C(=O)NC(=S)Nc1ccc2oc(=O)ccc2c1
4.0	13.2	-4.8	3.3	3.8	-2.4	-0.6	17.4	7.6	CN(C)c1ccncc1C(=O)Nc1ccc(F)cc1F
1.1[fluorescence artefact?]	4.5	0.3	-1.7	2.0	-6.5[fluorescence artefact?]	1.6	2.1	1.6	CC(NC(=O)COc1ccc(Br)cc1)C(=O)O (stereo not drawn)
5.6	3.7	12.9	5.4	-0.4	-9.2	-5.6	5.9	1.9	COc1ccccc1Oc1ccc(NC(=O)c2ccccc2C)cc1
7.7	3.5	-7.8	-5.4	0.5	24.8	2.8	0.4	7.4	CCn1c2ccccc2c2cc(CNCc3ccc(OC)cc3OC)ccc21
2.5	4.5	0.5	-0.1	5.2	-0.8	2.1	9.6	12.7	O=c1[nH]c(Nc2ccc3c(c2)OCCO3)nnc1Cc1ccc(Cl)cc1
